ATXN viability = cell viability loss in ATXN counter-screen; S2 cells (HEK-293 line with an ATXN2-luciferase reporter) viability, CellTiter-Fluor protease fluorescence, 24 h; Potency, µM (titrated, usually from 56.7 µM), actives largely listed as cytotoxic; hit rate 0.49% among 400,000; note: nearly all actives have a fitted effect of over 40% in size
MCF10A rerep = DNA re-replication induction in MCF 10a cells | Potency, µM (titrated, usually from 46.1 µM), without a hit: at the top dose activity, positive = re-replication, usual class: activators | MCF 10A DNA re-replication, Hoechst nuclear intensity, 48 h | hit rate 2.9% among 350,000; note: % of control where 0% means no effect; nearly all actives have a fitted effect of over 50% in size
EPAC2 antagonist = antagonists of human EPAC2; Q8WZA2; EPAC2 GEF exchange of Rap1B-BODIPY-GDP, fluorescence; Potency, µM (series often up to 114 µM), for the others: at the highest dose activity, negative = inhibition, actives largely listed as inhibitors; hit rate 0.18% among 360,000; note: % is set by controls: 0 for no effect and ±100 for the full control effect; nearly all actives have a fitted effect of over 45% in size; many of its hits are not listed in these tables
Target sequence (Q8WZA2 whole entry, looked up): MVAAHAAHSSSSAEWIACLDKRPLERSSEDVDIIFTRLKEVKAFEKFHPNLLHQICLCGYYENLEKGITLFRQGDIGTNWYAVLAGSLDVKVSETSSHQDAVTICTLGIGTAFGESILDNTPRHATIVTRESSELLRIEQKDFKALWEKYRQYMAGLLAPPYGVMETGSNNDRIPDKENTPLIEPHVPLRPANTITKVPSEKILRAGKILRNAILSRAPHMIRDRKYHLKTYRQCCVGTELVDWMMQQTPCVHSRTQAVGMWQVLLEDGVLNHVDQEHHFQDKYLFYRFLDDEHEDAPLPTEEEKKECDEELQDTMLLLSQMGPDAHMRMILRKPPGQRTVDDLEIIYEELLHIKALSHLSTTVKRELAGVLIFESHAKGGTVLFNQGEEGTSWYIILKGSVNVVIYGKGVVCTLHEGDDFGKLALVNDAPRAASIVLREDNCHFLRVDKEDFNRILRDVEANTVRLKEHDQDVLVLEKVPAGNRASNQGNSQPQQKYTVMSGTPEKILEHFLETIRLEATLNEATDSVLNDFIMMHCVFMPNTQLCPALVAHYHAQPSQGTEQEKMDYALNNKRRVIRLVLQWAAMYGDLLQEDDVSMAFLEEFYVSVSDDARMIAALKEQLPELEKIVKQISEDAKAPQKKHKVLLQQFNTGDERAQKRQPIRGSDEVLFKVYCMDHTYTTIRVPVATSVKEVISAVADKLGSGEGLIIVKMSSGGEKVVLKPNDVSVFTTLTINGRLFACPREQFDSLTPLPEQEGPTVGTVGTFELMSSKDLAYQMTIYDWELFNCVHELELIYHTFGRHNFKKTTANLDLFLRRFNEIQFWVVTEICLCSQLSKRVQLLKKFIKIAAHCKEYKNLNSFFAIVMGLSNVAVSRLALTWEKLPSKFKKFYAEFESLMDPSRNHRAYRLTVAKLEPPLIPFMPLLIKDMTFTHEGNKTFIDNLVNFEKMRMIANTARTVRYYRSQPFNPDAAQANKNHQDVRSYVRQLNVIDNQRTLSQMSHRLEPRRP
A549 tox = counter-screen for Nrf2 inhibitors: cytotoxicity in A549 cells | A549 ARE-Fluc cells, CellTiter-Fluor viability, 18-24 h | hit rate 0.16% among 390,000 | Potency, µM (titrated, usually from 46 µM), without a hit: top-dose activity change, negative = cytotoxicity, actives largely listed as inhibitors; note: % is set by controls: 0 for no effect and ±100 for the full control effect
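A549 ARE_Fluc cells in 5% FBS OPTI-MEM were exposed to compounds in concentration-response for 18-24 h at 37 deg C. Viability was read by CellTiter-Fluor fluorescence (Ex 405/Em 525) after 30 min, before the luciferase read.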
ATXN2 expr inh = reduces ATXN2 reporter expression in HEK-293 cells; HEK-293 ATXN2-luciferase reporter, luminescence, 24 h; Potency, µM (top dose mostly 57 µM), inactives show at the top dose activity change, negative = inhibition, actives largely listed as inhibitors; hit rate 0.72% among 360,000; AID 1745845; note: % is set by controls: 0 for no effect and ±100 for the full control effect; nearly all actives have a fitted effect of over 55% in size
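ATXN2-luciferase reporter cells (luciferase flanked by upstream and downstream ATXN2 gene portions) were treated 24 h at 37 °C with compounds at up to 57 uM. SteadyGlo luminescence gave expression; GF-AFC fluorescence gave viability.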
TGFb SMAD3 inh = inhibitors of TGF-b signaling; Potency, µM (doses to about 46.1 µM), inactives show at the top dose activity, negative = inhibition, most hits filed as inhibitors; HepG2 CAGA-GFP TGF-b/SMAD3 reporter, GFP fluorescence, 18 h; TGF-beta stimulated, 500 pg/mL final; hit rate 1.2% among 410,000; AID 588855; note: % is set by controls: 0 for no effect and ±100 for the full control effect; nearly all actives have a fitted effect of over 65% in size
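Per well, imaged GFP fluorescence of HEPG2 CAGA-GFP cells gives the signal; cells get compound, then TGF-beta (500 pg/mL final), 18 h at 37 degrees C; %Activity versus -TGF-beta and +DMSO controls.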
Nrf2 inh = Nrf2 pathway inhibition; A549 ARE-Fluc reporter, luciferase luminescence, 18-24 h; Potency, µM (highest dose often 46 µM), for the others: at the top dose activity change, negative = inhibition, hits mostly inhibitors; hit rate 2.1% among 360,000; AID 504444; note: % is set by controls: 0 for no effect and ±100 for the full control effect; nearly all actives have a fitted effect of over 60% in size
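Cells were seeded and rested 2 h, then exposed to compounds for 18-24 h. CellTiter-Fluor was read first as a viability measure. BugLite was added 15 min before the final luminescent read of ARE-luciferase activity in A549 cells.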
Nrf2 activator = activates Nrf2 signaling; Potency, µM (highest dose often 46.1 µM), for inactives: at the top dose activation, actives largely listed as activators; AREc32 ARE-luciferase reporter (MCF7-derived line), luminescence, 24 h; AID 624171; hit rate 0.31% among 410,000; note: % of control where 0% means no effect; nearly all actives have a fitted effect of over 65% in size
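Luminescent ARE reporter assay in AREc32_Fluc cells: overnight plating at 37 deg C, 24 hr compound incubation, Steady-Glo added, 30 min RT before reading.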
HepG2 viability = HepG2 cytotoxicity, counter-screen for TGF-b inhibitors; AID 588856; HepG2 CAGA-GFP viability, ATP luminescence, 18 h; Potency, µM (top dose mostly 46.1 µM), without a hit: at the highest dose activity change, negative = cytotoxicity, hits mostly cytotoxic; hit rate 0.76% among 410,000; note: some results filed as inactive show a strong effect at the top dose
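HepG2 CAGA-GFP cells (1000/well, DMEM with 1% FBS) received compound, then TGF-beta at 500 pg/mL final, and were incubated 18 hours at 37 degrees C. Viability was read by CellTiter-Glo luminescence. Media-only wells were set as complete cell-killing and DMSO as no toxicity.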
* marks the source's active call; other numbers are inactive results; i = inactive; ? = inconclusive; nt = not tested or not shown; [ ] = dose if it differs, or a comment. Calls come from the whole dose curve; as a rule, active = well fitted curve in the direction sought with a large enough effect; inconclusive = small, poorly fitted or top-dose-only effect, or another doubt; inactive = no such curve, though single readings can be large; an effect the other way counts as inactive or inconclusive. Potency is the fitted concentration of half-maximal effect. Not all compounds are listed; rates above refer to the full screens.

SMILES	ATXN viability	MCF10A rerep	EPAC2 antagonist	A549 tox	ATXN2 expr inh	TGFb SMAD3 inh	Nrf2 inh	Nrf2 activator	HepG2 viability
Cc1cccn2c(=O)c(/C=C(\C#N)C(N)=O)c(N3CCN(c4ccccc4)CC3)nc12	?	0%	3%	-8%	nt	?	?	8.2%	1%
CC(=O)CC[N+](C)(C)C	?	23%	-1%	-2%	54%[activator]	8%	-3%	0.3%	-12%
Cc1cc2ncn(CCC(=O)NC3CCCC3)c2cc1C	i	?	-2%	-7%	-10%	-1%	-15%	-0.2%	-8%
COc1cccc(CNC(=O)[C@@H]2CCCN2C(=O)[C@H]2CCCCN2C(=O)c2c(F)cccc2F)c1	i	nt	8%	nt	-11%	nt	nt	-0.5%	nt
CSc1ccc(CN(C)Cc2cc(=O)oc3c(C)c(C)ccc23)cc1	i	?	-14%	9%	-27%	?	?	-0.1%	-2%
S=C(NCc1ccccn1)Nc1cccc(Cl)c1	i	4%	-5%	1%	4%	-24%	?	4.5%	-1%
O=C1Cc2cccc3cccc1c23	i	-8%	6%	3%	-7%	?	8%	?	-7%
COc1ccc(S(=O)(=O)N2CCC(C(=O)NCCC(=O)NCc3cccnc3)CC2)cc1	i	nt	-2%	nt	nt	0%	nt	-2.6%	1%
Cc1nn(C)c(C(=O)Sc2cccc(Cl)c2)c1[N+](=O)[O-]	i	18µM*	1%	1%	16%	-21%	24%	-0.7%	-60%
COc1cccc(OC)c1C(=O)Nc1nnc(C)s1	i	nt	nt	-1%	10%	8%	8%	1.5%	-1%
Cc1ccc(S(=O)(=O)NC(=O)NC2=NC(C)(C)N(c3ccc(Cl)c(Cl)c3)C(N)=N2)cc1	i	nt	?	nt	24%	-6%	nt	-0.5%	-56%
CCN(CC)S(=O)(=O)c1ccc(N2CCOCC2)c(NCC(=O)Nc2ccc(F)cc2)c1	i	4%	-12%	0%	-4%	-3%	2%	1.6%	-31%
Cc1cc(-n2c(C)cc(C(=O)CSc3ccc4c(c3)OCCO4)c2C)no1	i	26%	-3%	-2%	3%	-1%	-18%	0.2%	-18%
O=C(Nc1ccccc1Oc1cccnc1)C1CCCN(Cc2cccc(Cl)c2)C1 (stereo not drawn)	i	-30%	-29%	1%	-7%	-12%	-21%	-0.4%	-40%
CCOC(=O)C1CCN(Cc2ccc(OC)cc2OC)CC1	i	10%	-4%	nt	-12%	?	-3%	0.3%	-4%
O=C(c1ccc([N+](=O)[O-])cc1)N1CCN(Cc2ccccc2)CC1	i	-4%	7%	0%	3%	-3%	3%	-0.6%	10%
CC(C)(C)c1ccc(CC(=O)N2CCC2(C)C(=O)NS(=O)(=O)c2ccc(Cl)s2)cc1 (stereo not drawn)	i	nt	-24%	nt	11%	-8%	nt	-0.3%	1%
O=C(NC1CCCCCC1)c1ccc(OCC2CCCO2)cc1 (stereo not drawn)	i	-1%	-29%	7%	3%[11.3 µM]	-8%	?	-0.2%	-23%
CCOc1ccccc1C(=O)NCC(=O)OCC(=O)NCCc1ccc(S(N)(=O)=O)cc1	i	10%	-16%	10%	-16%	13%	nt	1.3%	-1%
Cc1ccc(C)c(NS(=O)(=O)c2cc(C(=O)NCCC3=CCCCC3)ccc2C)c1	?	-5%	-11%	?	?	20µM*	21µM*	0.3%	-15%
CCN1CCc2c(OCC(=O)N3CCCc4ccccc43)cccc2C1=O	i	20%	8%	-2%	-15%	4%	-8%	1.7%	1%
CCN(Cc1ccccc1)Cc1c(O)ccc2oc(C)c(C(=O)Nc3ccccc3C)c12	nt	nt	nt	-20%	nt	?	15%	6.2%	-21%
Cc1oc(C)c2c(=O)ccc3c(c12)OC(N)=C(C#N)C3c1ccccc1 (stereo not drawn)	i	?	23%	-2%	-16%	22%	nt	?	-7%
COc1cccc(/C=C/C(=O)N(C)CC(=O)Nc2ccc(Cl)c(C(F)(F)F)c2)c1	i	11%	-4%	-11%	-3%	-7%	?	2.8%	-30%
CCCCn1c(-c2ccc(Cl)c(Cl)c2)nc2cc3[nH]c(=O)c(C(C)C)nc3cc21	i	15µM*	3%	-13%	-5%	-8%	-23%	2.4%	3%

Going on with the list.
SMILES	ATXN viability	MCF10A rerep	EPAC2 antagonist	A549 tox	ATXN2 expr inh	TGFb SMAD3 inh	Nrf2 inh	Nrf2 activator	HepG2 viability
CCOc1ccc(CC(=O)N2CCC3(CC2)NCCc2[nH]cnc23)cc1	i	5%	-4%	1%	nt	7%	-1%	-0.7%	-5%
COc1ccc2c(CNCCc3ccccc3)c(C(=O)O)n(Cc3cccc(F)c3)c2c1	nt	nt	nt	-23%	nt	?	nt	0.4%	-31%
CCN1CCc2c(sc(NC(=O)Nc3ccc(Cl)c(Cl)c3)c2C(N)=O)C1	nt	9.2µM*	?	13%	?	137%[activator]	-3%	11%	-44%
CCCc1nn2c(=O)cc(COC(=O)c3cccc(NC(=O)c4ccc(OCC)cc4)c3)nc2s1	nt	nt	nt	-2%	nt	?	nt	0.6%	-1%
OC[C@@H](O)C1OC2NC(=S)OC2C1O (stereo partly drawn)	i	-3%	3%	0%	-4%	-4%	?	-0.2%	8%
Clc1cc(Cl)cc(C2=NC(Cc3ccccc3)CO2)c1 (stereo not drawn)	i	-48%[inhibitor]	-3%	-1%	14%	-8%	6%	0.3%	-4%
CCOC(=O)c1sc(=NC(=O)c2ccc(C)cc2)n(C)c1C	i	-2%	3%	-2%	54%[activator]	6%	?	13%	-9%
O=C(NCc1nc2ccccc2[nH]1)C1=C[C@@H](c2ccccc2)C[C@@H](OCc2ccc(CO)cc2)O1	i	25%	-14%	0%	-6%	-46%	1%	-1.0%	-50%
CCOC(=O)c1ccc(S(=O)(=O)NCCN2CCOCC2)cc1	i	2%	7%	4%	-12%	9%	-12%	-0.7%	-10%
Cc1cc(C)nc(N2CCCC(C(=O)Nc3nnc(C)s3)C2)n1 (stereo not drawn)	i	-6%	-4%	1%	-6%	-1%	1%	0.3%	2%
CCOC(=O)c1c(C)[nH]c(C(=O)OCC(=O)Nc2ccc(OCC)cc2)c1C	?	-3%	4%	0%	?	10%	nt	-0.3%	3%
Cc1ccc(-n2c(O)c(C=NC3CCS(=O)(=O)C3)c3ccccc3c2=O)cc1C (stereo not drawn)	i	3%	-3%	-10%	-12%	2%	?	-0.7%	1%
CC(C)c1ccc(/C=C/C(=O)Nc2nncs2)cc1	i	6%	-2%	1%	6%	?	-9%	3.7%[9.22 µM]	-32%
O=[N+]([O-])c1ccc(N2CCN(S(=O)(=O)c3ccccc3[N+](=O)[O-])CC2)cc1N1CCc2ccccc2C1	i	2%	10%	-5%	-1%	-5%	-6%	-0.3%	7%
Cc1ccc(-c2nc3cccc(C)n3c2Nc2ccc3c(c2)OCCO3)cc1	?	nt	nt	-11%	31%[activator]	9%	-4%	23%	-11%
Cc1ccc(-c2nnc(SCC(=O)NNC(=O)COc3ccccc3C)n2C)cc1	?	-1%	7%	-1%	-12%	-13%	9%	0.1%	6%
CC(C)OCCCNC(=O)c1ccc(Br)cc1	nt	-2%	-2%	-14%	nt	11%	?	-0.2%	-18%
CSCCC(NC(=O)/C(=C/c1ccco1)NC(=O)c1ccco1)C(=O)O (stereo not drawn)	i	16%	19%	1%	-18%	10%	-1%	1.0%	-3%
CCCCN(Cc1ccccc1)C(=O)c1oc(=O)c2ccccc2c1-c1ccc(C)cc1	i	nt	nt	10%	-2%	?	?	-0.9%	-27%
Cc1ccc(S(=O)(=O)N(CC(=O)O)Cc2ccccc2)cc1	i	0%	-1%	-7%	1%	-21%	6%	-0.8%	3%
O=C(c1csc2c1CCCC2)N1CCCCC1	i	0%	17%	10%	4%	-5%	8%	-0.3%	-3%
CCCCn1cc(S(=O)(=O)c2ccc(CC)cc2)c(=O)c2cc(F)c(N3CCOCC3)cc21	nt	nt	nt	-4%	nt	-8%	-4%	0.3%	14%
Cc1ccccc1CC(=O)NC1CCN(Cc2ccccc2)CC1	i	0%	14%	-5%	4%	-1%	4%	-0.2%	-8%
COc1ccc(NC(=O)CC2C(=O)N(c3ccccc3)C(=O)N2C2CCCCC2)cc1 (stereo not drawn)	?	nt	nt	-4%	4%	-4%	7%	-0.2%	-16%
CCCCNC(=O)CCn1c(=O)c2ccccc2n(CC(=O)N2CC(C)CC(C)C2)c1=O (stereo not drawn)	i	-3%	7%	-10%	6%	7%	-7%	-0.1%	3%

Carrying on:
SMILES	ATXN viability	MCF10A rerep	EPAC2 antagonist	A549 tox	ATXN2 expr inh	TGFb SMAD3 inh	Nrf2 inh	Nrf2 activator	HepG2 viability
CSc1cnc2c(N)nc(N(C)C)nc2n1	i	?	3%	?	6%	14%	0%	2.7%	-1%
CCn1cc(CN2CCC(C(=O)Nc3ccc(Oc4cccnc4)cc3)CC2)cn1	i	-2%	6%	-2%	4%	-10%	-17%	-0.2%	-19%
Cc1ccc(C)c(NC(=O)C2(C)CCN2C(C)C)c1 (stereo not drawn)	i	nt	-1%	nt	18%	-1%	nt	-0.4%	-10%
O=C1C=C(c2cc(C(F)(F)F)cc(C(F)(F)F)c2)C[C@@H](c2ccc(Cl)cc2)C1	i	-5%	-6%	-19%	6%	?	?	0.8%	-26%
Cc1ccc(N2CC(=O)N(NC(=O)CN3CCN(c4ccccc4)CC3)CC2=O)cc1	i	7%	-5%	-15%	6%	-17%	-9%	-0.8%	17%
CN(C(=O)c1cc(COc2ccc(F)cc2Cl)on1)C1CCCc2ccccc21 (stereo not drawn)	i	15%	-12%	-3%	-4%	3%	-7%	-1.1%	9%
O=[N+]([O-])c1ccccc1Nc1ccc(O)cc1	i	?	-11%	-3%	-19%	?	-16%	4.1%	-14%
O=C(NC(=S)Nc1ccccc1C(=O)O)c1ccc2ccccc2c1	i	5%	-1%	-9%	19%	0%	?	0.4%	3%

Sorted by number of heavy atoms (falling): 3 of the compounds above.
SMILES	ATXN viability	MCF10A rerep	EPAC2 antagonist	A549 tox	ATXN2 expr inh	TGFb SMAD3 inh	Nrf2 inh	Nrf2 activator	HepG2 viability
O=C(NC(=S)Nc1ccccc1C(=O)O)c1ccc2ccccc2c1	i	5%	-1%	-9%	19%	0%	?	0.4%	3%
O=[N+]([O-])c1ccccc1Nc1ccc(O)cc1	i	?	-11%	-3%	-19%	?	-16%	4.1%	-14%
CSc1cnc2c(N)nc(N(C)C)nc2n1	i	?	3%	?	6%	14%	0%	2.7%	-1%
